Compound activity from PubChem BioAssay.
U2OS ROS induce: inducers of reactive oxygen species in cancer cells. U2OS ROS induction, H2DCF-DA fluorescence. ROS induction (% of piperlongumine), % at 10 µM. hit rate 2% among 46,000; in the data active = ROS induction above about 79%, passing the limit was not always enough; inconclusive = no clear call, values can overlap the other calls;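 note: 0% = DMSO vehicle median and 100% = reference compound median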
An asterisk follows results filed as active; ? = inconclusive.

SMILES | U2OS ROS induce
C[C@@H]1CN([C@@H](C)CO)C(=O)c2cc(NS(=O)(=O)c3cccs3)ccc2O[C@H]1CN(C)Cc1ccc(C(=O)O)cc1 | 3
COc1ccc(CN(C)C[C@@H]2OCCCC[C@@H](C)Oc3ccc(NC(=O)CCCN(C)C)cc3C(=O)N([C@H](C)CO)C[C@@H]2C)cc1 | 3
O=C(Oc1ccccc1N(C(=O)c1ccccc1)S(=O)(=O)c1ccccc1)c1ccccc1 | 15
O=C(CCCC(=O)N1CCCc2ccccc21)N1CCCc2ccccc21 | 1
COc1nccc(C(F)(F)F)c1C(=O)NC(=O)Nc1c(C)cccc1C | 10
CCOC(=O)c1ccc(NC(=O)c2ccc(C(C)(C)C)cc2)cc1 | 4
CN(C/C=C/c1ccccc1)Cc1cccc2ccccc12 | 8
Fc1ccc(-n2nnc3c(SCc4ccc(C(F)(F)F)cc4)ncnc32)cc1 | 18
CNC[C@@H]1Oc2ccc(NC(=O)C3CCCCC3)cc2CC(=O)N([C@H](C)CO)C[C@@H]1C | -4
C[C@H](CO)N1C[C@H](C)[C@@H](CN(C)C)Oc2ccc(NC(=O)C3CCCCC3)cc2C1=O | 36
COC(=O)N(C)C[C@@H]1OCc2cnnn2CCCC(=O)N([C@@H](C)CO)C[C@@H]1C | 2
C[C@H]1CN([C@@H](C)CO)C(=O)c2cc(NC(=O)NC3CCCCC3)ccc2O[C@@H]1CN(C)C(=O)Nc1ccc2c(c1)OCO2 | -9
c1ccc(-c2nc(Sc3ncnc4c3cnn4-c3ccccc3)n[nH]2)cc1 | 7
O=C1OC2(CCCC2)OC(=O)C1=Cc1c[nH]c2ccccc12 | 14
Cc1oc(-c2ccccc2)nc1CSc1nncn2c1cc1occc12 | -3
CCC1(C)Cc2c(sc3nnn(CC(=O)Nc4ccc(OC)cc4OC)c(=O)c23)CO1 (stereo unspecified) | 0
C[C@@H]1CN([C@@H](C)CO)C(=O)c2cc(NS(=O)(=O)c3cccs3)ccc2O[C@H]1CN(C)Cc1ccc2c(c1)OCO2 | -1
CC(Oc1cccc(Br)c1)C(=O)NCc1ccco1 (stereo unspecified) | -8
C[C@@H]1CN([C@@H](C)CO)C(=O)Cc2cc(NS(=O)(=O)c3ccc(F)cc3)ccc2O[C@@H]1CN(C)Cc1ccc2c(c1)OCO2 | 6
C[C@@H]1CCCCO[C@H](CN(C)S(C)(=O)=O)[C@@H](C)CN([C@H](C)CO)C(=O)c2cc(NS(C)(=O)=O)ccc2O1 | 2
C[C@H](CO)N1C[C@H](C)[C@H](CN(C)S(=O)(=O)c2cn(C)cn2)Oc2ccc(NS(C)(=O)=O)cc2C1=O | -8
C[C@@H]1CN([C@@H](C)CO)C(=O)c2cc(NC(=O)Nc3ccc(F)cc3)ccc2O[C@@H]1CN(C)S(=O)(=O)c1cccs1 | 0
O=C(C1CCCO1)N1CCN(C/C=C/c2ccccc2)CC1 (stereo unspecified) | 2
C=C(CC)C(=O)c1ccc(OCC(=O)O)c(Cl)c1Cl | 5
COc1ccc(NC(=O)N(C)C[C@@H]2Oc3ccc(NS(=O)(=O)c4cccs4)cc3CC(=O)N([C@@H](C)CO)C[C@@H]2C)cc1 | -4
C[C@H]1CN([C@@H](C)CO)C(=O)Cc2cc(NC(=O)CCC(F)(F)F)ccc2O[C@H]1CN(C)S(=O)(=O)c1cccs1 | 21
C[C@@H]1CN([C@H](C)CO)C(=O)CCCn2nncc2CO[C@H]1CN(C)C(=O)Nc1cccc(C(F)(F)F)c1 | -6
Cc1cc(Cl)ccc1OC(C)C(=O)Nc1ccc(C(=O)Nc2ccccc2C(=O)O)cc1 (stereo unspecified) | 3
C[C@@H]1CN([C@@H](C)CO)C(=O)c2cc(NC(=O)Nc3ccc(F)cc3)ccc2O[C@@H]1CN(C)S(C)(=O)=O | -1
COc1ccc(NC(=O)Nc2cccc3c2O[C@@H](CN(C)Cc2ccc(Oc4ccccc4)cc2)[C@@H](C)CN([C@@H](C)CO)C3=O)cc1 | 37
Cc1ccc(S(=O)(=O)Nc2cccc3c2O[C@H](CN(C)C)[C@@H](C)CN([C@@H](C)CO)C3=O)cc1 | 15
C[C@H](CO)N1C[C@H](C)[C@@H](CN(C)CC2CCCCC2)Oc2ccc(NC(=O)CCCN(C)C)cc2C1=O | -1
CCOC(=O)c1nnn2c3ccccc3c(=O)n(C)c12 | 38
Cc1cc(C(=O)Oc2c(C)cc(C(=O)O)c(O)c2C)c(O)c(C)c1O | 1
COc1ccc(S(=O)(=O)N(C)C[C@@H]2Oc3c(NS(C)(=O)=O)cccc3C(=O)N([C@@H](C)CO)C[C@@H]2C)cc1 | -6
COc1ccc(S(=O)(=O)N(C)C[C@H]2Oc3ccc(NC(=O)Nc4ccc(F)cc4)cc3CC(=O)N([C@@H](C)CO)C[C@@H]2C)cc1 | -10
CCc1ccc(C(=O)Nc2ccc(S(=O)(=O)Nc3nc(C)cc(C)n3)cc2)o1 | 2
C[C@H](CO)N1C[C@H](C)[C@@H](CN(C)S(=O)(=O)c2ccc(Cl)cc2)Oc2ccc(NS(=O)(=O)c3ccc(Cl)cc3)cc2C1=O | 9
CN(c1ccc(Cl)cc1)S(=O)(=O)c1cccc(C(=O)Nc2ccccc2)c1 | 20
CC(=O)N1CCN(Cc2nc3cc(NC(=O)Cn4nc(C)c5ccccc5c4=O)ccc3n2C)CC1 | -8
Cn1nc(-c2ccc(S(=O)(=O)N3CCCN(C(=O)OC(C)(C)C)CC3)s2)cc1C(F)(F)F | 17
CN1C(c2ccccc2)=Nc2cccc3cccc1c23 | 12
C[C@H]1CN([C@@H](C)CO)C(=O)Cc2cc(NC(=O)Cc3cn(C)c4ccccc34)ccc2O[C@@H]1CN(C)C(=O)Nc1ccc(F)cc1 | -7
C[C@@H]1CN([C@H](C)CO)C(=O)c2cccc(NC(=O)Nc3ccc(F)cc3)c2O[C@@H]1CN(C)CC1CCCCC1 | -9
C[C@@H]1CN([C@H](C)CO)C(=O)c2cccc(NC(=O)c3ccc(-c4nccs4)cc3)c2O[C@H]1CN(C)S(=O)(=O)c1cccs1 | -3
COC(=O)c1cccc(N=C2N=C(N)c3ccccc32)c1 | 18
O=C(O)CCCCCC(=O)N/N=C/c1ccc(Br)s1 | 7
C[C@H](CO)N1C[C@H](C)[C@H](CN(C)S(=O)(=O)c2ccc(Cl)cc2)Oc2ccc(NS(=O)(=O)c3cccs3)cc2CC1=O | 13

Reprinted from above for reference:
SMILES | U2OS ROS induce
C[C@H](CO)N1C[C@H](C)[C@@H](CN(C)S(=O)(=O)c2ccc(Cl)cc2)Oc2ccc(NS(=O)(=O)c3ccc(Cl)cc3)cc2C1=O | 9
CN(c1ccc(Cl)cc1)S(=O)(=O)c1cccc(C(=O)Nc2ccccc2)c1 | 20
CC(=O)N1CCN(Cc2nc3cc(NC(=O)Cn4nc(C)c5ccccc5c4=O)ccc3n2C)CC1 | -8
Cn1nc(-c2ccc(S(=O)(=O)N3CCCN(C(=O)OC(C)(C)C)CC3)s2)cc1C(F)(F)F | 17
CN1C(c2ccccc2)=Nc2cccc3cccc1c23 | 12

Continuation:
SMILES | U2OS ROS induce
Cc1cc(OCC(=O)Nc2cccc3ncccc23)ccc1Cl | 72
C[C@H]1CN([C@@H](C)CO)C(=O)c2cc(NC(=O)C3CCCCC3)ccc2O[C@@H]1CN(C)Cc1ccc(C(=O)O)cc1 | -7
O=C(CC(c1ccccc1)c1ccccc1)NCc1ccccc1 | 15
Cn1c(SCC(=O)Nc2cc(Cl)cc(Cl)c2)nnc1-c1ccc(Cl)cc1 | -6
C[C@@H]1CN([C@@H](C)CO)C(=O)CCCn2nncc2CO[C@H]1CN(C)S(=O)(=O)c1ccc(F)cc1 | 9
C[C@H]1CN([C@@H](C)CO)C(=O)c2cc(NC(=O)c3ccncc3)ccc2O[C@H]1CN(C)CC1CCCCC1 | 7
COc1ccc(CN(C)C[C@@H]2Oc3ccc(NC(=O)NC4CCCCC4)cc3C(=O)N([C@H](C)CO)C[C@@H]2C)cc1 | -5
Cc1noc(C)c1NC(=O)N(C)C[C@H]1Oc2c(NS(=O)(=O)c3ccc(F)cc3)cccc2C(=O)N([C@H](C)CO)C[C@H]1C | -9
C[C@@H]1CN([C@H](C)CO)C(=O)c2cccc(NC(=O)C3CCCCC3)c2O[C@@H]1CN(C)S(=O)(=O)c1cn(C)cn1 | -9
CC(/C=C/c1cccc(Oc2ccc(F)cc2)c1)N(O)C(N)=O (stereo unspecified) | -6
C[C@@H]1CN([C@@H](C)CO)C(=O)c2cccc(NC(=O)Nc3ccccc3)c2O[C@H]1CN(C)S(=O)(=O)c1ccccc1 | -5
COc1cc(OC)cc(C(C)(C)OC(=O)NN)c1 | 3
O=C(N/N=C/C(Br)=C/c1ccccc1)c1ccccc1O | -7
C[C@H](CO)N1C[C@H](C)[C@@H](CN(C)Cc2ccc(C(F)(F)F)cc2)Oc2ccc(NS(=O)(=O)c3ccccc3)cc2C1=O | 65
O=C(CN1C(=O)CC(c2ccccc2)S(=O)(=O)c2ccccc21)NC1CCCCC1 (stereo unspecified) | -4
C[C@@H]1CN([C@@H](C)CO)C(=O)c2cc(NS(=O)(=O)c3cccs3)ccc2O[C@@H]1CN(C)Cc1ccc(Oc2ccccc2)cc1 | 5
COc1ccc(CN(C)C[C@H]2Oc3ccc(NC(=O)NC4CCCCC4)cc3CC(=O)N([C@@H](C)CO)C[C@@H]2C)cc1 | 27
Cc1ccc(OCC(=O)Nc2cccc(-c3nnc(-c4ccccc4)o3)c2)cc1 | 74
Cc1noc(C)c1S(=O)(=O)Nc1ccc2c(c1)C(=O)N([C@H](C)CO)C[C@@H](C)[C@H](CN(C)Cc1ccc(C(=O)Nc3ccccc3N)cc1)O2 | 4
Cc1noc(C)c1NC(=O)N(C)C[C@@H]1Oc2ncc(Br)cc2C(=O)N([C@H](C)CO)C[C@@H]1C | 1
CC1CC(=O)C2=C(CCC3(O)C2C(=O)c2cccc(O)c2C3O)C1 (stereo unspecified) | 8
Cc1ccc(S(=O)(=O)N(C)C[C@@H]2Oc3c(NC(=O)Nc4ccccc4)cccc3C(=O)N([C@@H](C)CO)C[C@H]2C)cc1 | 38
Cc1ccc(C(=O)CSc2nc(C)nc3sc(C)c(C)c23)cc1 | 119*
COc1ccc(Cl)cc1NC(=O)CSc1nnc(-c2cccc(C)c2)n1C | -9

6 entries drawn at random from those above:
SMILES | U2OS ROS induce
Cc1noc(C)c1S(=O)(=O)Nc1ccc2c(c1)C(=O)N([C@H](C)CO)C[C@@H](C)[C@H](CN(C)Cc1ccc(C(=O)Nc3ccccc3N)cc1)O2 | 4
Cc1noc(C)c1NC(=O)N(C)C[C@@H]1Oc2ncc(Br)cc2C(=O)N([C@H](C)CO)C[C@@H]1C | 1
Cc1ccc(S(=O)(=O)N(C)C[C@@H]2Oc3c(NC(=O)Nc4ccccc4)cccc3C(=O)N([C@@H](C)CO)C[C@H]2C)cc1 | 38
CC1CC(=O)C2=C(CCC3(O)C2C(=O)c2cccc(O)c2C3O)C1 (stereo unspecified) | 8
Cc1ccc(OCC(=O)Nc2cccc(-c3nnc(-c4ccccc4)o3)c2)cc1 | 74
Cc1ccc(C(=O)CSc2nc(C)nc3sc(C)c(C)c23)cc1 | 119*

(list continues)
SMILES | U2OS ROS induce
C=CCNC(=O)[C@H]1[C@@H]2C(=O)O[C@@H](c3ccccc3)[C@@H](c3ccccc3)N2[C@@H](c2ccccc2OCCO)[C@]12C(=O)Nc1ccc(C#Cc3ccc(OC)cc3)cc12 | 14
O=C(CSc1nnnn1-c1cccc(C(=O)O)c1)Nc1ccccc1F | -4
C[C@@H]1CN([C@H](C)CO)C(=O)c2cc(NC(=O)Cc3ccccc3)ccc2O[C@H]1CN(C)C(=O)Nc1ccc(C(F)(F)F)cc1 | 39
COc1ccc(NC(=O)Nc2ccc3c(c2)C(=O)N([C@@H](C)CO)C[C@H](C)[C@H](CN(C)C(=O)Nc2ccccc2)O3)cc1 | 44
COc1cccc2oc3c(c(=O)c12)C(C(=O)O)=CC(CO)=CO3 | -6
COc1ccc(C2C(C(N)=O)=C(C)Nc3nc(SCc4ccccc4Cl)nn32)c(OC)c1 (stereo unspecified) | -24
C[C@H](CO)N1C[C@H](C)[C@H](CN(C)Cc2ccccc2C(=O)O)OCc2cn(nn2)CCCC1=O | -1
C[C@H]1CN([C@@H](C)CO)C(=O)c2cccc(NC(=O)Nc3ccc(F)cc3)c2O[C@H]1CN(C)Cc1ccc(C(=O)O)cc1 | -8
C[C@H]1CN([C@@H](C)CO)C(=O)c2cc(NS(C)(=O)=O)ccc2O[C@H]1CN(C)Cc1ccc(-c2ccccc2)cc1 | 25
C[C@H]1CN([C@@H](C)CO)C(=O)c2cccc(NS(=O)(=O)c3ccccc3)c2O[C@H]1CN(C)Cc1ccc(Oc2ccccc2)cc1 | 17
CCC(Oc1ccccc1)C(=O)Nc1cc2oc3ccccc3c2cc1OC (stereo unspecified) | -10
O=C(CC(c1ccccc1)c1ccccc1)Nc1ccc(Cl)cc1 | ?
COc1ccc(OC)c(NC(=O)C2=C(C)NC(=O)NC2c2cccc(OC)c2OC)c1 (stereo unspecified) | -8
Cc1ccc(O)c(C2=Nc3ccccc3N=C(c3ccco3)C2)c1 | 11
C[C@H]1CN([C@@H](C)CO)C(=O)c2cccc(N(C)C)c2O[C@@H]1CN(C)S(=O)(=O)c1cccs1 | -19
CC(CC(=O)N1CCc2ccccc2C1)CC1=NS(=O)(=O)c2ccccc2N1 (stereo unspecified) | 7
N#Cc1c(-c2ccccc2)nc(SCC(=O)Nc2cccc(C(F)(F)F)c2)[nH]c1=O | -4
Cc1onc(-c2c(Cl)cccc2Cl)c1C(=O)ON1C(=O)CCC1=O | 33
Cc1ccc(CNC(=O)C2CCN(S(=O)(=O)c3ccc4nc(-c5ccccc5)[nH]c4c3)CC2)cc1 | -3
COc1ccccc1CNc1nc2c(-c3cccc(C)c3)nnn2c2ccccc12 | ?
COc1ccc(-c2nnc3c4ccccc4c(C)nn23)cc1S(=O)(=O)NC(C)c1ccccc1 (stereo unspecified) | -4
N[C@@H](CO)CSCc1ccccc1 | 16
O=C(Nc1cccc(C(F)(F)F)c1)N1CCN(Cc2ccccc2)CC1 | -8

An excerpt; the hit share may differ from the screen's.
